PAFAH2 inh: PAFAH2 (human) inhibition. Q99487. recombinant PAFAH2, FP-rhodamine activity probe, fluorescence polarization. inhibition, % at 3.39 µM. 340,000 compounds, 0.99% hits. AID 492956;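 active means inhibition above the mean over all tested compounds plus 3 SD, cut at about 30% in these data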;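 further: inhibitors block probe labeling of enzyme so polarization drops; 0% = enzyme with DMSO and 100% = wells lacking PAFAH2 protein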
LYPLA1 inh: blocks human lysophospholipase 1, a PME1 counter-screen | recombinant LYPLA1, FP-Rh probe fluorescence polarization | inhibition, % at 5.9 µM | 320,000 compounds, 0.16% hits;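 active means inhibition above the mean of all tested compounds plus 3 SD, set per campaign, cut at about 14% in these data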;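 further: inhibitors block serine hydrolase probe labeling of LYPLA1 so polarization falls; 0% = enzyme with DMSO and 100% = wells lacking LYPLA1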
PAD4 FP inh: blocks human protein arginine deiminase 4; Q9UM07; recombinant PAD4, RCA probe fluorescence polarization; inhibition, % at 6.36 µM; 330,000 compounds, 0.41% hits;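 active means percent inhibition above a cutoff equal to the mean of all tested compounds plus 3 SD, cut at about 15% in these data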;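 further: 0% = PAD4 with RCA probe and DMSO and 100% = probe without PAD4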
Target sequence (Q9UM07 whole entry, looked up): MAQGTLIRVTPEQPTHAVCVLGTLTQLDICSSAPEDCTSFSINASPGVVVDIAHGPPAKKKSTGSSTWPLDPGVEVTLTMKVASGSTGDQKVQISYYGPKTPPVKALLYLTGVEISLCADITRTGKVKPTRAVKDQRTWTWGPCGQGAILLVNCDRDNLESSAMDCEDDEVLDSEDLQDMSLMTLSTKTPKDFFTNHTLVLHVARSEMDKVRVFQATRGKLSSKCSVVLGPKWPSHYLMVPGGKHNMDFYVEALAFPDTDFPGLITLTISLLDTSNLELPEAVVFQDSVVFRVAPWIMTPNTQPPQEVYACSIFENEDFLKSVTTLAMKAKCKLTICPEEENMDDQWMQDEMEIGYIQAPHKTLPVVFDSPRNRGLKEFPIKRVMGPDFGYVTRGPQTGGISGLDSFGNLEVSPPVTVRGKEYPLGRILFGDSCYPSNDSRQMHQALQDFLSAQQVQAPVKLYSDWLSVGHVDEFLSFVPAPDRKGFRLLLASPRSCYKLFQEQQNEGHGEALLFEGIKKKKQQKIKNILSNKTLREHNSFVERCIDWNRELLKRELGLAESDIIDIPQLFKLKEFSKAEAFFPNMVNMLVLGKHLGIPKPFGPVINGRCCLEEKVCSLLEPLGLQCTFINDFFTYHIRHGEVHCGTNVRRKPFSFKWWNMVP
GSTO1 inh: counter-screen for RBBP9 inhibitors: inhibitors of human GSTO1. P78417. inhibition, % at 5.96 µM. recombinant GSTO1, activity-based probe fluorescence polarization. 300,000 compounds, 1.1% hits. AID 1974;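 active means inhibition above the campaign mean inhibition plus 3 SD, cut at about 35% in these data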;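 further: 0% = GSTO1-1 with DMSO and 100% = wells lacking GSTO1-1 enzyme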
Fam108B counter: blocks mouse Fam108B hydrolase in RBBP9 counter-screen. recombinant Fam108B, FP-Rh probe fluorescence polarization. inhibition, % at 9.51 µM. 300,000 compounds, 0.33% hits. AID 1947;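 active means inhibition above the screen mean inhibition plus 3 SD, computed separately per campaign, cut at about 18% in these data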;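 further: inhibitors lower polarization as less probe binds the enzyme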
pPAFAH inh: pPAFAH (human) enzyme inhibition. Q13093. recombinant pPAFAH, FP-rhodamine probe fluorescence polarization. inhibition, % at 3.39 µM. 330,000 compounds, 1.5% hits. AID 463082;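 active means inhibition above the mean inhibition across the screen plus 3 SD, cut at about 25% in these data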;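 further: inhibitors block binding of the rhodamine activity-based probe so polarization drops; 0% = enzyme with DMSO and 100% = wells lacking pPAFAH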
PAFAH1B2 FP inh: PAFAH1B2 (human) inhibition. 340,000 compounds, 1.2% hits. recombinant PAFAH1B2, FP-rhodamine activity probe, fluorescence polarization. inhibition, % at 3.39 µM;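 active means inhibition above the mean of all tested compounds plus 3 SD, cut at about 24% in these data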;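 further: 0% = enzyme with DMSO and 100% = wells lacking PAFAH1B2; many of its hits are not listed in these tables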
PME-1 inh: PME-1 (human) inhibition; recombinant PME-1, FP-Rh probe fluorescence polarization; inhibition, % at 5.9 µM; 320,000 compounds, 0.53% hits; AID 2130;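 active means inhibition above the campaign mean of all compounds plus 3 SD, cut at about 26% in these data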;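 further: competitive labeling of PME-1 active site by serine hydrolase directed probe; 0% = PME-1 with DMSO and 100% = wells lacking PME-1 enzyme; inhibitors block probe labeling so polarization falls and inhibition rises; many of its hits are not listed in these tables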
PAFAH1B3 inh: PAFAH1B3 (human) inhibition. Q15102. recombinant PAFAH1B3, FP-rhodamine probe, fluorescence polarization. inhibition, % at 3.39 µM. 340,000 compounds, 0.28% hits. AID 492972;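 active means inhibition above the screen-wide average of all tested compounds plus 3 SD, cut at about 25% in these data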;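 further: 0% = enzyme with DMSO only and 100% = wells lacking PAFAH1B3 protein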
Target sequence (Q15102 whole entry, looked up): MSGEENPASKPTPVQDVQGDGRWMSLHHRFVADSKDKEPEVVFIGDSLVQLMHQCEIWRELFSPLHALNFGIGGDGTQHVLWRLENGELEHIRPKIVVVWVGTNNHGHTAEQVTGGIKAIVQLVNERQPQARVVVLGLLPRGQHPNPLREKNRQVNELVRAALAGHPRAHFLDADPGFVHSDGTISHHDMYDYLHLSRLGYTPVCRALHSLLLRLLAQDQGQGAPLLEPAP
An asterisk follows results filed as active; nt = no result given. An excerpt. The share of hits here may be higher or lower than overall.

SMILES	PAFAH2 inh	LYPLA1 inh	PAD4 FP inh	GSTO1 inh	Fam108B counter	pPAFAH inh	PAFAH1B2 FP inh	PME-1 inh	PAFAH1B3 inh
CCOC(=O)/C=C1\SCC(=O)N1Cc1nnc(-c2ccccc2Br)o1	-4	-6	-16	-3	-1	16	3	-1	-3
CN1C(=O)/C(=C/c2cc3c(cc2Br)OCO3)NC1=S	4	2	6	-3	2	3	3	-1	9
COc1ccc(OC)c(S(=O)(=O)NCc2cc(-c3ccccc3)no2)c1	-2	2	3	0	-7	-4	2	0	1
COc1cc2nc(SCc3c(C)noc3C)n(CCC3=CCCCC3)c(=O)c2cc1OC	-15	1	-3	-5	-2	0	4	-1	0
Cc1cc(C(F)(F)F)nc(SCC(=O)c2cccc([N+](=O)[O-])c2)n1	7	0	-1	4	1	-2	0	3	-9
O=C(COc1ccc([N+](=O)[O-])cc1)Nc1ccccc1N1CCCC1	-1	-2	-4	1	-2	-4	-2	6	-1
Cc1ccc(C)c(OCCCNCc2ccccc2)c1	4	3	3	-4	3	3	4	0	7
COc1cccc(NC(=O)CCCN2C(=O)C3CC=CCC3C2=O)c1 (centres undefined)	-4	-1	1	-5	5	0	1	4	-4
COc1ccc(-c2[nH]ncc2/C=C(/C#N)C(=O)NC2CCCCC2)cc1	-7	-3	-2	-12	0	-2	-2	-8	12
C=CCNC(=S)NNC(=O)c1cccn(Cc2ccc(Cl)c(Cl)c2)c1=O	-3	8	-2	-3	0	7	5	4	6
CCc1nc(SCC(=O)Nc2ccccc2OC)c2c(C)c(C)sc2n1	3	-2	2	-3	-4	-3	-2	-1	-4
CC12CC(NC(=O)N1c1cccc(C(=O)Nc3ncn[nH]3)c1)c1ccccc1O2 (centres undefined)	2	1	-2	0	0	1	5	-4	6
N#CC(Cc1cccc(CC(C#N)(c2ccccc2)c2ccccc2)c1)(c1ccccc1)c1ccccc1	2	1	2	2	-4	-3	4	-3	11
Cc1sc(NC(=O)CSc2nc(N)cc(N)n2)c(C#N)c1C	-1	-2	-2	-5	-4	-1	1	0	-2
Cc1nccc(-c2cccc(NC(=O)c3ccccc3Cl)c2)n1	2	1	1	1	1	5	-3	1	-3
O=C(COC(=O)c1ccccc1Cc1ccccc1)NC1CCS(=O)(=O)C1 (centres undefined)	0	1	1	-7	-4	0	9	1	3
CCOC(=O)N1CCN(S(=O)(=O)c2cc(Br)cnc2N)CC1	3	5	3	12	6	-1	-1	6	2
Cc1ccc(C2(C)NC(=O)N(CC(=O)NCc3cccc(Cl)c3)C2=O)cc1 (centres undefined)	1	3	-7	5	-3	-2	7	3	7
COc1ccc(/C(C)=N/NC(=O)CNC(=O)/C=C\c2ccccc2OC)c(OC)c1	0	-4	3	2	0	2	0	0	-5
CCN(CC)S(=O)(=O)c1cc(C(=O)Nc2cc(C)[nH]n2)ccc1Cl	-13	-1	0	1	-3	-2	-3	-3	14
O=C(c1ccc(Cl)cc1Cl)N1CCN(c2ccccn2)CC1	5	0	0	6	6	-5	2	1	1
CC(C[N+](C)(C)C)OC(=O)C1(c2ccccc2)CCCC1 (centres undefined)	7	2	-2	1	-1	1	8	-1	10
NNC(=O)c1sccc1OCc1ccc(Cl)cc1	3	-6	1	-7	0	3	3	-9	0
Cc1ccc(C(=O)NNC(=S)NC(=O)c2ccc(Cl)cc2)cc1	-1	-1	1	-4	-2	6	5	-5	10
O=C(COC(=O)CCCOc1ccc(Cl)cc1Cl)Nc1cccc(Cl)c1	1	-23	0	-10	-32	10	-8	-15	-24
Going on with the list.
SMILES	PAFAH2 inh	LYPLA1 inh	PAD4 FP inh	GSTO1 inh	Fam108B counter	pPAFAH inh	PAFAH1B2 FP inh	PME-1 inh	PAFAH1B3 inh
CN1CCN(C(=O)c2cc(C(C)(C)C)cc(C(C)(C)C)c2)CC1	-3	5	-6	-4	-2	4	-1	4	8
O=C(CC1C(=O)NCCN1CCCc1ccccc1)NCCc1ccccc1F (centres undefined)	1	1	3	10	7	12	17	-3	7
O=C(CSc1nccc(=O)[nH]1)NCc1ccco1	9	-2	0	-3	5	5	3	-3	5
COc1ccc2nc(NC(=O)c3ccc(NC(=O)C4CCCO4)cc3)sc2c1 (centres undefined)	-7	6	-8	-9	0	0	2	-5	3
CCn1c(=N)n(CC(=O)C23CC4CC(CC(C4)C2)C3)c2ccccc21	7	-2	-2	-1	6	5	13	8	8
CC(NS(=O)(=O)c1ccc(Cl)cc1)C(=O)NCc1ccco1 (centres undefined)	0	0	1	-3	-1	5	-2	-4	5
Nc1ccccc1SC1CC(=O)N(c2ccc(Cl)c(Cl)c2)C1=O (centres undefined)	2	-4	4	3	-3	4	1	-1	-1
O=[N+]([O-])c1cccc(C(O)C23CN4CN(CN(C4)C2)C3)c1 (centres undefined)	-1	0	0	0	-2	4	6	0	-1
COC(=O)c1cn(C(=O)c2cc(Br)ccc2Cl)c2ccccc12	-5	-8	-2	-5	1	3	0	-3	1
Cc1ccc(N=C2NC(=O)/C(=C/c3cccnc3)S2)cc1C	32*	0	2	4	-2	5	4	2	0
S=c1[nH]nc(-c2ccncc2)n1/N=C/c1ccccc1Cl	nt	-1	-2	-4	-1	1	nt	-4	nt
CCc1ccc2[nH]c(=O)c(C(c3nnnn3CC3CCCO3)N3CCCc4ccccc43)cc2c1 (centres undefined)	5	-3	2	-8	1	4	5	-3	6
COc1ccccc1-n1cnc2sc(C)c(C)c2c1=O	-3	-3	1	-6	-4	5	3	7	-2
O=C(c1cc2cc(Cl)ccc2[nH]1)N1CCN(C(=O)c2ccco2)CC1	6	-2	5	5	-3	12	3	-4	2
CCN(C(=O)COC(=O)CNC(=O)c1ccc(C)c(C)c1)C1CCS(=O)(=O)C1 (centres undefined)	4	-2	-3	2	-2	2	2	2	-1
CS(=O)(=O)c1ccc(-c2nnc(NC(=O)c3ccco3)o2)cc1	-6	-2	-2	-4	-3	1	0	1	-5
CCCCN1CCN=C1N(C)C	4	-2	0	-1	5	3	-6	-5	-2
Cc1ccc(-c2cc(C(=O)NCc3cn(C)nc3C)c3cc(Br)ccc3n2)cc1	-3	-6	2	-3	-6	3	1	-6	-5
COc1ccc(OC)c(C2CC(=O)Nc3cc(OC)c(OC)c(OC)c32)c1 (centres undefined)	0	-1	-3	-1	1	3	-2	1	1
Cn1nc(C(F)(F)F)c2cc(C(=O)N3CCOCC3)sc21	0	1	1	8	1	1	0	-8	-3
O=C(CSc1ccccc1)NCC1(N2CCOCC2)CCCCC1	1	2	1	-5	-2	-1	10	1	4
O=C(O)Cn1nc(-c2ccccc2)cc1-c1ccccc1	0	1	1	3	1	8	6	1	10
C/C(CC(=O)Nc1ccc2c(c1)OCCO2)=N\NC(=O)COc1ccc(C)cc1	1	6	-6	-2	0	6	0	-1	-2
O=c1cc(-c2ccc(O)cc2)oc2c1ccc1ccccc12	3	-5	-2	nt	nt	0	-5	-26	-6
CCN1CCN(c2ccc(S(=O)(=O)N3CCOCC3)cc2NC(=O)c2ccc(C(F)(F)F)cc2)CC1	-1	2	-3	9	0	16	-2	4	4
Continued.
SMILES	PAFAH2 inh	LYPLA1 inh	PAD4 FP inh	GSTO1 inh	Fam108B counter	pPAFAH inh	PAFAH1B2 FP inh	PME-1 inh	PAFAH1B3 inh
N#CCSc1ccc2nc(-c3ccccc3)cn2n1	0	3	-3	2	1	5	2	3	12
CCN(CC)c1ccc(C(=O)Nn2c(C)nc3ccccc3c2=O)cc1	7	-3	0	5	0	-11	8	-1	3
COc1ccc(CNc2nc(-c3ccccc3)nn2C(=O)c2cccs2)cc1	-6	3	0	2	1	3	-2	1	4
O=C(Nc1cccc(S(=O)(=O)N2CCCCC2)c1)c1cncc(Br)c1	-5	nt	-1	nt	nt	4	1	nt	6
Cc1ccc(OCCN2C(=O)S/C(=C\c3ccc(C)o3)C2=O)cc1	-11	-1	-9	4	0	17	-1	-4	-6
O=S(=O)(NCCN1CCOCC1)c1ccc(-c2ccc(S(=O)(=O)NCCN3CCOCC3)cc2)cc1	0	5	0	8	3	3	-1	-5	0
COc1ccc(OC)c(NC(=O)c2ccc(-n3cccn3)nc2)c1	-1	3	-1	1	-1	6	1	-3	-3
Cn1c(SCc2ccc(C(C)(C)C)cc2)nnc1C1COc2ccccc2O1 (centres undefined)	nt	1	8	12	-1	6	nt	5	nt
COc1ccc([C@H]2CC(=O)C=C(c3ccc(-c4ccccc4)c(F)c3)C2)cc1	-64	1	1	nt	nt	-2	4	-1	-6
CC[C@]12c3[nH]c4ccccc4c3CCN1C(=O)C(CC(=O)NC/C=C(\C)CCC=C(C)C)C[C@@H]2C(=O)N1CCN(C(=O)C2CC2)CC1 (some centres undefined)	-2	nt	4	nt	nt	15	5	nt	6
CCOC(=O)c1[nH]c2ccc(OC)cc2c1NC(=O)c1ccc(OC)c(OC)c1	-2	-3	1	7	0	3	8	10	10
COc1ccc(CN(C)C(=O)c2cc(S(=O)(=O)NCc3ccccc3)ccc2C)c(OC)c1	0	2	-2	nt	nt	1	8	14	14
CC1CN(C(=O)C2(C)CC2(Cl)Cl)CC(C)O1 (centres undefined)	7	1	4	7	-1	1	1	1	11
CS(=O)(=O)c1ccccc1-c1nnc(NC(=O)CCS(=O)(=O)c2ccc(Cl)cc2)o1	2	1	0	6	2	3	21	1	10
O=C(O)c1cc(-c2ccco2)nn1-c1cccc(Cl)c1	16	-3	-4	0	3	40*	9	-21	12
Cc1nc2c(N=Nc3ccccc3F)c(N)nn2c(N)c1C#N	6	3	-8	-1	0	4	8	0	10
Cc1nc2ccc(NC(=O)c3cc(S(=O)(=O)N4CCOCC4)ccc3C)cc2s1	4	0	-4	-3	4	1	1	-2	14
O=C1NC[C@H](c2ccccc2)OC(=O)[C@H](Cc2ccc(F)cc2)C/C=C\C[C@H]1CC(=O)N(CCO)Cc1ccccc1	-6	nt	4	nt	nt	12	51*	nt	12
CC(C)Cc1ccc(C(=O)NCCOc2ccccc2)o1	3	2	-2	4	-3	10	3	0	6
Cc1cc(C)n2nc(C(=O)Nc3cccnc3)nc2n1	-3	2	-6	3	-8	2	3	-3	-1
O=C1CN(CC(=O)Nc2ccc(Cl)cc2)CCN1	8	3	2	6	-1	2	4	6	-2
CCCC(=O)NC(C)c1nc2ccccc2n1CC (centres undefined)	3	2	3	-4	1	-2	6	-3	-1
CCC(=O)N1CCc2cc(S(=O)(=O)CCC(=O)N(C)c3ccc(OC)cc3OC)ccc21	-8	0	-1	1	-2	6	4	4	11
COc1ccc(N2CCN(c3oc(COc4ccccc4Cl)nc3C#N)CC2)cc1	0	-2	4	5	6	5	7	-5	3
COc1cc(OC)c(S(=O)(=O)Nc2ccccc2C(=O)O)cc1S(=O)(=O)Nc1ccccc1C(=O)O	3	0	-2	-11	0	-2	-1	-2	5
CN(Cc1cc([N+](=O)[O-])ccc1Cl)C(=O)C[n+]1ccccc1	7	2	-1	-2	3	-3	3	0	6
Cc1ccc(CNC(=O)C2CCCN(c3nc4ccccc4o3)C2)cc1 (centres undefined)	0	3	-3	3	-3	-1	0	-7	-12
CC(C)(C)OC(=O)CN1C(=O)S/C(=C\c2ccc(-c3cccc(C(=O)O)c3)o2)C1=O	nt	-3	0	-2	-5	7	nt	3	nt
CCN(CC)C(=O)C1CCCN(Cc2ccccc2C(F)(F)F)C1 (centres undefined)	5	-4	-4	-5	-8	-6	1	0	1

Source: PubChem
